LAP4 TOR yeast: modulators of TOR pathway LAP4-GFP in S. cerevisiae. S. cerevisiae LAP4-GFP multiplex, flow cytometry GFP, 3 h; median GFP as percent of DMSO wells. GFP response vs DMSO, % at 10 µM. actives 0.34% (n = 320,000);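 active = GFP response vs DMSO above a set limit, about the screen mean plus 3 SD, cut at about 150% in these data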
proCasp3 act: procaspase-3 (human) activation | P42574 | recombinant procaspase-3 D3A, Ac-DEVD-pNA absorbance 405 nm | activation, % at 8.5 µM | actives 0.11% (n = 330,000) | AID 463141;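 active = activation above the mean of all tested compounds plus 3 SD, cut at about 21% in these data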;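 also: 0% = DMSO alone and 100% = DMSO wells spiked with extra 5 µM PC-3 D3A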
Target sequence (P42574 whole entry D9A/D28A/D175A): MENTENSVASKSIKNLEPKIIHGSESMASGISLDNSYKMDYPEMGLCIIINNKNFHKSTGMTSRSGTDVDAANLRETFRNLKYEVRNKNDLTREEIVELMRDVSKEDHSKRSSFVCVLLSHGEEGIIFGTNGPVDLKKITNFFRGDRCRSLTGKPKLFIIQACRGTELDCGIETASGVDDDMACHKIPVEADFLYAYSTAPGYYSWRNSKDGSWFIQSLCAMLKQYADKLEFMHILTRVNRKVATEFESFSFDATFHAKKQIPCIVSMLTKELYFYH
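Test system: Procaspase-3 D3A mutant, all three cleavage aspartates alanine | Dosing: Single dose, 8.5 µM nominal compound, 0.8% DMSO | Schedule: 1 h preincubation, 2 h reaction | Technique: 405 nm absorbance of p-nitroaniline, reads at 0 and 120 min | Repeats: One well per compound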
proCasp7 act: activates human procaspase-7, counter-screen for procaspase-3 activators; actives 0.093% (n = 330,000); P55210; recombinant procaspase-7, Ac-DEVD-pNA absorbance 405 nm; D23A/D198A/D206A triple mutant, cannot self-cleave; scale: DMSO 0, 5 µM enzyme 100; activation, % at 8.5 µM;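 active = percent activation above the screen-wide mean plus 3 SD, cut at about 25% in these data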
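Detection: p-Nitroaniline absorbance at 405 nm, read at 0 and 120 min; system: Uncleavable procaspase-7 mutant enzyme; evaluation: % activation from two-timepoint absorbance difference, scaled to controls; times: 1 h enzyme–compound preincubation and 2 h substrate reaction, both 25 °C; buffer or medium: Zinc-free HEPES pH 7.4 with 300 mM NaCl, 0.01% Triton X-100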
CIT2 TOR yeast: modulators of TOR pathway CIT2-GFP in S. cerevisiae; S. cerevisiae CIT2-GFP strain, flow cytometry, 3 h; 100 means same as DMSO wells; GFP response vs DMSO, % at 10 µM; actives 0.065% (n = 320,000);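 active = GFP response relative to DMSO above a set limit, near the screen mean plus 3 SD, cut at about 150% in these data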;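 also: ratio of well median GFP fluorescence to mean of DMSO wells on the plate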
RPL19A TOR yeast: yeast TOR pathway RPL19A-GFP modulation; S. cerevisiae RPL19A-GFP strain, flow cytometry, 3 h; active compounds read low; percent response vs DMSO, % at 10 µM; actives 0.3% (n = 330,000); AID 2025;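 active = percent response vs DMSO below 50%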;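 also: median channel GFP fluorescence of the barcoded RPL19A-GFP strain; ratio of sample median GFP to plate DMSO average so 100% = DMSO; lower means less RPL19A-GFP as with rapamycin TOR inhibition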
MEP2 TOR yeast: modulators of TOR pathway MEP2-GFP in S. cerevisiae. S. cerevisiae MEP2-GFP strain, flow cytometry GFP, 3 h; 100% = DMSO control level. GFP response vs DMSO, % at 10 µM. actives 0.51% (n = 330,000). AID 2016;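 active = GFP response versus DMSO above a set limit, roughly screen mean plus 3 SD, cut at about 180% in these data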;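 also: median GFP fluorescence of the barcode-gated MEP2-GFP cells per well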
AGP1 TOR yeast: modulators of TOR pathway AGP1-GFP in S. cerevisiae; S. cerevisiae AGP1-GFP multiplex flow cytometry, 3 h; GFP as percent of DMSO wells; GFP response vs DMSO, % at 10 µM; actives 0.02% (n = 320,000); AID 2066;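 active = GFP response relative to DMSO above a set limit, near screen average plus 3 SD, cut at about 150% in these data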;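 also: median GFP channel fluorescence of the gated AGP1 strain per well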
AHR activator: activates the human aryl hydrocarbon receptor; P35869; AHR-responsive luciferase reporter cells, luminescence; activation, % at 5 µM; actives 2.5% (n = 320,000); AID 2796; in the data active = activation above about 47%;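 also: 0% = vehicle wells and 100% = reference agonist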
Target sequence (P35869 whole entry, looked up): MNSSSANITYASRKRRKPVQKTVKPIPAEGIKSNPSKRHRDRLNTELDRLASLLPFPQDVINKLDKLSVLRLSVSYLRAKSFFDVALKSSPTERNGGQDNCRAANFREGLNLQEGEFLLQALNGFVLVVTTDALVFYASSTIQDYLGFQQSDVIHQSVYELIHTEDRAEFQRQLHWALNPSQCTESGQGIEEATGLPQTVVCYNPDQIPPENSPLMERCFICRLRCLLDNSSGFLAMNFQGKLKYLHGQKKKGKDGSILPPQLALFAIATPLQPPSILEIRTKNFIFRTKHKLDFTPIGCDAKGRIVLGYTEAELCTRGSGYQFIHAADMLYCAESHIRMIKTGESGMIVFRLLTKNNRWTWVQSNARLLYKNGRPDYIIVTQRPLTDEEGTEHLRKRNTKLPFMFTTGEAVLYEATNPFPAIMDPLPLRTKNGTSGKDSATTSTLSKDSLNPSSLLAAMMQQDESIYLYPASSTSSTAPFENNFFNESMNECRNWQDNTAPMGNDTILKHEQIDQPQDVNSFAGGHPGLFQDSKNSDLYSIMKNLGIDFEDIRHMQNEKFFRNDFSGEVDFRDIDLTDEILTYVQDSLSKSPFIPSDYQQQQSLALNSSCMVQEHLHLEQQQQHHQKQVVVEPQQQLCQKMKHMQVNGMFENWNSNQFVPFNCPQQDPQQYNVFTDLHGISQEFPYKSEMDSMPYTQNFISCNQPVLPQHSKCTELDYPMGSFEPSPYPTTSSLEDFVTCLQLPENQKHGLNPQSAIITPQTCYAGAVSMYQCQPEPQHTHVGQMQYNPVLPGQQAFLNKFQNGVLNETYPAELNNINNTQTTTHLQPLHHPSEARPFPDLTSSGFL
The depositor's hits bear a star.

Cc1ccccc1NC(=O)C1CCC(=O)N1 (configuration not stated) was read as LAP4 TOR yeast 100.1, proCasp3 act 0.5, proCasp7 act 1.3, CIT2 TOR yeast 99.2, RPL19A TOR yeast 107.1, MEP2 TOR yeast 107.2, AGP1 TOR yeast 101.0 and AHR activator -0.8.
`COc1nc(Nc2ccc(C(C)=O)cc2)nc(OC)n1` gave LAP4 TOR yeast 103.6, proCasp3 act 4.8, proCasp7 act -6.5, CIT2 TOR yeast 96.0, RPL19A TOR yeast 95.3, MEP2 TOR yeast 100.9, AGP1 TOR yeast 93.2 and AHR activator 3.0.
CCc1nnc(NC(=O)C2CC(=O)N(c3ccc(C)cc3)C2)s1 (configuration not stated) was read as LAP4 TOR yeast 100.0, proCasp3 act 5.7, proCasp7 act 3.1, CIT2 TOR yeast 98.9, RPL19A TOR yeast 94.5, MEP2 TOR yeast 98.1, AGP1 TOR yeast 97.2 and AHR activator 0.7.
Screening O=C(Cc1ccccc1[N+](=O)[O-])OCC(=O)c1ccccc1Br returned LAP4 TOR yeast 102.8, proCasp3 act 3.0, proCasp7 act 9.7, CIT2 TOR yeast 89.1, RPL19A TOR yeast 97.1, MEP2 TOR yeast 100.1, AGP1 TOR yeast 89.9 and AHR activator 3.5.
For COCCn1c(=NC(=O)c2ccc(S(=O)(=O)N3CCCc4ccccc43)cc2)sc2cc(S(C)(=O)=O)ccc21 the results were LAP4 TOR yeast 89.0, proCasp3 act 4.2, proCasp7 act 4.9, CIT2 TOR yeast 93.8, RPL19A TOR yeast 96.3, MEP2 TOR yeast 109.3, AGP1 TOR yeast 97.8 and AHR activator 1.3.
For CC1=C(/C=C/C(C)=C/C=C/C(C)=C/CO)C(C)(C)CCC1 the results were LAP4 TOR yeast 93.7, proCasp3 act 12.9, proCasp7 act -1.0, CIT2 TOR yeast 96.0, RPL19A TOR yeast 93.8, MEP2 TOR yeast 100.3, AGP1 TOR yeast 97.8 and AHR activator -0.4.
`COc1cccc(CNC(=O)COc2cc3c(c4oc(=O)cc(C)c24)CCC(C)(C)O3)c1` gave LAP4 TOR yeast 103.9, proCasp3 act 2.9, proCasp7 act -0.1, CIT2 TOR yeast 104.9, RPL19A TOR yeast 101.2, MEP2 TOR yeast 117.7, AGP1 TOR yeast 100.4 and AHR activator 4.4.
For Cc1ccc2oc(=O)c3cnn(CC(=O)NC4CCC(C)CC4)c3c2c1 (configuration not stated) the results were LAP4 TOR yeast 96.9, proCasp3 act 0.1, proCasp7 act 8.3, CIT2 TOR yeast 69.9, RPL19A TOR yeast 101.7, MEP2 TOR yeast 106.0, AGP1 TOR yeast 54.5 and AHR activator 5.1.
For Cc1ccc(NC(=O)CN2CCCC2c2cccn2C)c(Br)c1 (configuration not stated) the results were LAP4 TOR yeast 89.6, proCasp3 act -5.0, proCasp7 act -16.8, CIT2 TOR yeast 86.6, RPL19A TOR yeast 93.7, MEP2 TOR yeast 94.2, AGP1 TOR yeast 91.0 and AHR activator 0.5.
Screening Cc1cccc(CC(=O)Nc2cc(=O)n(C)c(=O)n2C)c1 returned LAP4 TOR yeast 96.5, proCasp3 act 6.7, proCasp7 act -0.7, CIT2 TOR yeast 98.6, RPL19A TOR yeast 96.7, MEP2 TOR yeast 96.8, AGP1 TOR yeast 103.5 and AHR activator 0.3.
`Cc1ccc(S(=O)(=O)N2CCCCC2CCNC(=O)C(=O)NC2CC2)cc1` (configuration not stated) gave LAP4 TOR yeast 90.8, proCasp3 act -5.6, proCasp7 act -4.7, CIT2 TOR yeast 89.0, RPL19A TOR yeast 90.0, MEP2 TOR yeast 100.2, AGP1 TOR yeast 91.4 and AHR activator -0.3.
For Nc1nc2ccccc2nc1N1CCCC1 the results were LAP4 TOR yeast 109.2, proCasp3 act 3.2, proCasp7 act 0.6, CIT2 TOR yeast 94.8, RPL19A TOR yeast 100.8, MEP2 TOR yeast 109.4, AGP1 TOR yeast 99.8 and AHR activator 2.1.
For COCCN(C(=O)COC(=O)CCn1c(C)csc1=O)c1c(N)n(Cc2ccccc2)c(=O)[nH]c1=O the results were LAP4 TOR yeast 103.2, proCasp3 act 11.0, proCasp7 act -0.5, CIT2 TOR yeast 101.4, RPL19A TOR yeast 96.9, MEP2 TOR yeast 99.5, AGP1 TOR yeast 97.5 and AHR activator -1.5.
`Cc1cccc2cc(C(c3nnnn3C(C)(C)C)N(Cc3ccco3)CC3CCCO3)c(=O)[nH]c12` (configuration not stated) gave LAP4 TOR yeast 102.2, proCasp3 act -0.5, proCasp7 act -12.1, CIT2 TOR yeast 109.0, RPL19A TOR yeast 102.0, MEP2 TOR yeast 110.3, AGP1 TOR yeast 106.8 and AHR activator 6.7.
For COC(=O)C1=CN(c2cccc(Cl)c2)C=C(C(=O)OC)C1c1cccc(OC)c1 the results were LAP4 TOR yeast 81.0, CIT2 TOR yeast 82.4, RPL19A TOR yeast 114.2, MEP2 TOR yeast 102.5 and AGP1 TOR yeast 86.6.
Screening Cc1cc(-n2c(C)cc(C(=O)CSc3nnnn3-c3ccc(Cl)cc3)c2C)no1 returned LAP4 TOR yeast 106.1, proCasp3 act -1.3, proCasp7 act -3.2, CIT2 TOR yeast 100.0, RPL19A TOR yeast 94.4, MEP2 TOR yeast 105.7, AGP1 TOR yeast 100.2 and AHR activator 8.5.
`COC(=O)[C@@]12CCCCN1[C@H](c1ccc(-c3ccc4c(c3)OCO4)c(OC)c1)[C@@H]1C(=O)N(C)C(=O)[C@@H]12` gave LAP4 TOR yeast 99.9, proCasp3 act 3.9, proCasp7 act -4.3, CIT2 TOR yeast 95.4, RPL19A TOR yeast 100.2, MEP2 TOR yeast 100.6, AGP1 TOR yeast 101.9 and AHR activator 4.8.
For O=C(C1CCCN(Cc2cccc(F)c2)C1)N1CCCCC1 (configuration not stated) the results were LAP4 TOR yeast 100.4, proCasp3 act 3.8, proCasp7 act 14.2, CIT2 TOR yeast 102.2, RPL19A TOR yeast 98.4, MEP2 TOR yeast 118.5, AGP1 TOR yeast 95.2 and AHR activator 0.0.
Screening CCOC(=O)N1CCN(c2nc(-c3ccccc3)c3cc(C)ccc3n2)CC1 returned LAP4 TOR yeast 107.5, proCasp3 act 9.9, proCasp7 act 14.6, CIT2 TOR yeast 96.2, RPL19A TOR yeast 101.3, MEP2 TOR yeast 109.0, AGP1 TOR yeast 92.3 and AHR activator 0.1.
CCCCCCOc1ccc(/C=C/C(=O)N2CCOCC2)cc1OC was read as LAP4 TOR yeast 99.9, proCasp3 act 13.0, proCasp7 act 0.5, CIT2 TOR yeast 101.8, RPL19A TOR yeast 101.2, MEP2 TOR yeast 104.9, AGP1 TOR yeast 104.8 and AHR activator -0.8.
For COc1ccc(NC(=O)N2c3ccccc3CC2C)cc1OC (configuration not stated) the results were LAP4 TOR yeast 91.4, proCasp3 act 0.3, proCasp7 act -14.5, CIT2 TOR yeast 91.5, RPL19A TOR yeast 93.5, MEP2 TOR yeast 89.9, AGP1 TOR yeast 94.6 and AHR activator 21.3.
`COCC1CCN(Cc2cn(-c3ccccc3F)nc2-c2cc(C)sc2C)CC1` gave LAP4 TOR yeast 101.6, proCasp3 act -0.4, proCasp7 act 0.1, CIT2 TOR yeast 107.8, RPL19A TOR yeast 98.5, MEP2 TOR yeast 98.9, AGP1 TOR yeast 102.1 and AHR activator 3.8.
For O=C(CSc1nnc(CNC(=O)c2ccccc2)o1)NCCc1ccccc1 the results were LAP4 TOR yeast 108.7, proCasp3 act -0.3, proCasp7 act 3.6, CIT2 TOR yeast 101.3, RPL19A TOR yeast 99.6, MEP2 TOR yeast 110.4, AGP1 TOR yeast 98.0 and AHR activator 4.0.
CCN(C(=O)CSc1nnc(-c2ccncc2)n1-c1ccccc1)C1CCS(=O)(=O)C1 (configuration not stated) was read as LAP4 TOR yeast 95.1, proCasp3 act -0.7, proCasp7 act 4.3, CIT2 TOR yeast 86.8, RPL19A TOR yeast 93.7, MEP2 TOR yeast 93.7, AGP1 TOR yeast 91.5 and AHR activator -0.4.
Screening Cc1ccc(N=C2C(=O)Nc3ccc(Br)cc32)cc1 returned LAP4 TOR yeast 93.8, proCasp3 act -5.0, proCasp7 act -6.6, CIT2 TOR yeast 101.4, RPL19A TOR yeast 107.3, MEP2 TOR yeast 108.8, AGP1 TOR yeast 95.4 and AHR activator 16.8.
COc1cccc(NC(=O)c2c(C)cc(C)cc2CC(C)(C)C(=O)O)c1 was read as LAP4 TOR yeast 103.4, proCasp3 act -6.2, proCasp7 act -6.4, CIT2 TOR yeast 99.8, RPL19A TOR yeast 96.3, MEP2 TOR yeast 90.8, AGP1 TOR yeast 102.8 and AHR activator 1.9.
`Clc1ccc(-c2cn3cccnc3n2)cc1` gave LAP4 TOR yeast 98.1, proCasp3 act -4.7, proCasp7 act -3.1, CIT2 TOR yeast 85.3, RPL19A TOR yeast 84.5, MEP2 TOR yeast 91.3, AGP1 TOR yeast 86.8 and AHR activator -10.4.
Screening Cc1cc(C(F)(F)F)nn1CC(=O)NCc1ccccc1 returned LAP4 TOR yeast 94.2, proCasp3 act 2.8, proCasp7 act 8.8, CIT2 TOR yeast 92.7, RPL19A TOR yeast 92.7, MEP2 TOR yeast 94.4, AGP1 TOR yeast 91.3 and AHR activator -2.1.
Screening CC(C)=CCc1c2c(c3occ(-c4ccc(O)cc4)c(=O)c3c1O)C=CC(C)(C)O2 returned LAP4 TOR yeast 105.1, proCasp3 act 2.3, proCasp7 act 0.2, CIT2 TOR yeast 95.0, RPL19A TOR yeast 96.6, MEP2 TOR yeast 111.0, AGP1 TOR yeast 103.8 and AHR activator -0.9.
`CCc1ccccc1S(=O)(=O)Cc1ccc(C(=O)NC2CCCC2)o1` gave LAP4 TOR yeast 108.5, proCasp3 act 2.1, proCasp7 act 1.9, CIT2 TOR yeast 106.2, RPL19A TOR yeast 106.3, MEP2 TOR yeast 114.1, AGP1 TOR yeast 103.3 and AHR activator 1.5.
N#C/C(=C\c1ccc([N+](=O)[O-])cc1)C(=O)NCCCn1ccnc1 was read as LAP4 TOR yeast 110.3, proCasp3 act -2.7, proCasp7 act -1.8, CIT2 TOR yeast 104.8, RPL19A TOR yeast 103.6, MEP2 TOR yeast 105.3, AGP1 TOR yeast 107.1 and AHR activator 4.8.
Cc1nc(-c2ccc(F)cc2)c(CC(=O)Nc2cc(S(=O)(=O)N3CCCCC3)ccc2C)s1 was read as LAP4 TOR yeast 101.3, proCasp3 act -13.2, proCasp7 act -4.6, CIT2 TOR yeast 99.9, RPL19A TOR yeast 100.2, MEP2 TOR yeast 105.0, AGP1 TOR yeast 100.4 and AHR activator 1.5.

Sorted by SMILES length (high to low): 3 of the compounds above
Screening CC(C)=CCc1c2c(c3occ(-c4ccc(O)cc4)c(=O)c3c1O)C=CC(C)(C)O2 returned LAP4 TOR yeast 105.1, proCasp3 act 2.3, proCasp7 act 0.2, CIT2 TOR yeast 95.0, RPL19A TOR yeast 96.6, MEP2 TOR yeast 111.0, AGP1 TOR yeast 103.8 and AHR activator -0.9.
N#C/C(=C\c1ccc([N+](=O)[O-])cc1)C(=O)NCCCn1ccnc1 was read as LAP4 TOR yeast 110.3, proCasp3 act -2.7, proCasp7 act -1.8, CIT2 TOR yeast 104.8, RPL19A TOR yeast 103.6, MEP2 TOR yeast 105.3, AGP1 TOR yeast 107.1 and AHR activator 4.8.
Screening Cc1cc(C(F)(F)F)nn1CC(=O)NCc1ccccc1 returned LAP4 TOR yeast 94.2, proCasp3 act 2.8, proCasp7 act 8.8, CIT2 TOR yeast 92.7, RPL19A TOR yeast 92.7, MEP2 TOR yeast 94.4, AGP1 TOR yeast 91.3 and AHR activator -2.1.

From PubChem BioAssay
